Screening data: PubChem BioAssay, Sanford-Burnham Center for Chemical Genomics
UBC13 polyUb: human UBC13 polyubiquitination inhibition; actives 0.47% (n = 330,000); UBC13 polyubiquitin chain formation, TR-FRET; P61088; inhibition, % at 20 µM; in the data active means inhibition above about 45%, passing the limit was not always enough
Target sequence (P61088 whole entry, looked up): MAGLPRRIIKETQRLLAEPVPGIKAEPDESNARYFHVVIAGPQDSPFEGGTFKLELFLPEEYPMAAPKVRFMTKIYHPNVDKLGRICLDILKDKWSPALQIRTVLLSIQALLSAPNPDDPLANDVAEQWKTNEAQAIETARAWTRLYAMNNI
APJ antag: antagonists of human APJ apelin receptor; CHO-K1 APJ beta-arrestin complementation, luminescence; inhibition, % at 20 µM; actives 0.32% (n = 330,000); AID 2521;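 active means inhibition above about 40% at 20 µM, limit read from the data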;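 further: cells challenged with 10 nM apelin-13 agonist together with compound; plate controls were apelin-13 plus DMSO wells for no effect and DMSO wells lacking apelin-13 for full effect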
EBI2 block: antagonists of human EBI2 receptor; EBI2 beta-arrestin recruitment, luminescence, 7a,25-OHC stimulated; inhibition, % at 5 µM; actives 0.81% (n = 360,000); in the data active means inhibition above about 38%;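 further: enzyme fragment complementation signal reports receptor beta-arrestin coupling in cells; 0% = agonist plus DMSO wells and 100% = wells without agonist; some results beyond the cut were filed as inactive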
Target sequence (P32249 whole entry, looked up, the tested form may be a part): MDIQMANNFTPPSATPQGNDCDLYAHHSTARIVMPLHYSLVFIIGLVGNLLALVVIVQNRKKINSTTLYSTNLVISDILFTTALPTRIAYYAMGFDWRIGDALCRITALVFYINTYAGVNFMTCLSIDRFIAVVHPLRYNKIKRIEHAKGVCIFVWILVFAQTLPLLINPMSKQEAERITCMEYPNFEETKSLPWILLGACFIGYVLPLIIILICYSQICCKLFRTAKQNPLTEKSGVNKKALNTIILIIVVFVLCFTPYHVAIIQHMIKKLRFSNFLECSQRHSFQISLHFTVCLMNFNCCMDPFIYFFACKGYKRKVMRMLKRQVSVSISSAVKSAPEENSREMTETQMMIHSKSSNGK
697 NFkB inh: inhibitors of the PMA/ionomycin-induced NF-kB reporter in 697 B cells | inhibition, % at 4 µM | actives 0.33% (n = 330,000) | 697 B-cell NF-kB luciferase reporter, 16 h; in the data active means inhibition above about 35%
CXCR6 inh: blocks human CXCR6 beta-arrestin recruitment. CHO-K1 PathHunter CXCR6 beta-arrestin, luminescence. inhibition, % at 20 µM. actives 0.36% (n = 360,000). AID 602244; in the data active means inhibition above about 34%, passing the limit was not always enough;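 further: antagonist mode with CXCL16 agonist at 10 nM final; 0% = 10 nM CXCL16 with DMSO and 100% = unstimulated wells without agonist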
Jurkat NFkB inh: lowers PMA/ionomycin-induced NF-kB signal in Jurkat cells | inhibition, % at 4 µM | PMA/ionomycin-induced NF-kB luciferase reporter, luminescence | actives 0.53% (n = 330,000); in the data active means inhibition above about 50%
CCR6 antagonist: CCR6 (human) receptor antagonism; P51684; CHO-K1 CCR6 PathHunter beta-arrestin, luminescence, CCL20-stimulated; inhibition, % at 20 µM; actives 0.49% (n = 340,000);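 active means compounds whose inhibition of the agonist-driven luminescence signal at 20 µM reaches about 50%, limit read from the data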;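 further: cells stimulated with CCL20 at 14 nM final; plate controls were DMSO with CCL20 for no effect and DMSO without agonist for full effect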
Gli-Sufu antag: antagonists of Gli-Sufu signaling; Sufu-KO-LIGHT fibroblasts, Gli luciferase reporter luminescence; inhibition, % at 5 µM; actives 0.74% (n = 340,000);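 active means inhibition above about 55%, limit read from the data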;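 further: 0% = DMSO-treated cells and 100% = wells with medium but no cells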
* = called active by the depositor; / = not tested or not shown.

item	Compound	UBC13 polyUb	APJ antag	EBI2 block	697 NFkB inh
1	CCCC1C2CN(C(C)C)CC=C2C(C#N)=C(N)C1(C#N)C#N (stereo not drawn)	/	/	2.0	/
2	COc1cc(OC)cc(C(=O)NC(C(=O)Nc2ccc3c(c2)OCCO3)C(C)C)c1 (stereo not drawn)	-1.2	4.8	4.3	-30.4
3	CC(=O)c1nn(-c2cccc(Br)c2)cc1C(=O)c1ccc(Cl)cc1	-2.1	15.7	-17.7	-0.4
4	CC(=O)N1CCN(S(=O)(=O)c2cccc(C(=O)OCC(=O)N(Cc3ccccc3)C(C)(C)C)c2)CC1	-6.8	-1.9	9.2	-32.3
5	COc1ccc(/C=C2\SC(=O)N(CCNC(=O)CN3C(=O)NC4(CCCC4)C3=O)C2=O)cc1	-12.4	7.2	-7.9	-31.0
6	Cc1ccc(NC(=O)CSc2nnc(Cn3cnc4ccccc43)o2)cc1	-17.1	-2.5	2.8	1.2
7	COc1cc(NC(=O)C2CCCCC2)c(OC)cc1NC(=O)c1ccccc1	-2.0	-7.8	13.3	-21.4
8	Cc1cc(C)n(-c2c(F)c(F)c(COC(=O)c3ccccc3)c(F)c2F)n1	6.9	5.7	-2.0	8.5
9	O=C(Oc1cccc(N2C(=O)CCC2=O)c1)c1ccccc1	-8.8	8.6	-4.1	1.2
10	Cn1c2c(c(=O)n(C)c1=O)C(c1ccc(Br)cc1)Nc1ccccc1O2 (stereo not drawn)	9.6	12.8	13.2	3.9
11	CCOC(=O)c1c(C)[nH]c(C(=O)COC(=O)CNC(=O)c2ccc(Cl)cc2Cl)c1C	-6.7	13.4	4.6	-20.3
12	CCc1cc2c(NCCO)ncnc2s1	-0.2	-9.0	-1.2	-6.0
13	Fc1cccc(Cl)c1CSc1ccc(-c2cccnc2)nn1	11.7	-20.7	8.7	-56.3
14	O=C(Cc1cccs1)NCCSc1c(-c2ccc(Cl)cc2)[nH]c2ccccc12	33.5	0.4	14.7	-4.2
15	COc1ccc(N2CC(C(=O)NC3CCCCC3)CC2=O)cc1 (stereo not drawn)	-5.7	11.3	26.9	2.3

item	CXCR6 inh	Jurkat NFkB inh	CCR6 antagonist	Gli-Sufu antag
1	-5.1	/	-1.2	9.8
2	6.6	-14.2	9.5	12.6
3	-14.3	-5.7	-2.9	10.8
4	1.1	-20.0	10.1	-2.9
5	2.7	-20.9	13.0	-40.8
6	3.7	-4.1	6.8	3.3
7	-0.2	-3.6	-1.9	5.3
8	6.1	-6.3	24.7	7.0
9	2.7	-8.7	1.0	-2.4
10	0.0	0.5	2.5	12.3
11	-9.5	5.4	-0.6	-42.0
12	-3.7	6.4	14.0	3.6
13	0.8	-31.0	0.6	-25.6
14	-0.8	5.9	12.5	-0.9
15	-7.5	-3.4	18.2	23.0

(further entries)
item	Compound	UBC13 polyUb	APJ antag	EBI2 block	697 NFkB inh
16	COc1ccccc1NC(=O)CSc1nnc2ccccn12	-0.8	0.1	-5.4	7.5
17	COc1ccc(OC)c(C2C(C(=O)c3ccc(C)o3)=C(O)C(=O)N2c2cc(C)on2)c1 (stereo not drawn)	-6.7	20.9	-17.2	-13.4
18	O=C(N/N=C\c1ccc(CNS(=O)(=O)c2ccccc2)o1)C(=O)Nc1ccc(F)cc1	-16.4	-3.5	-2.5	-20.1
19	Cc1ccc(C)c(CN2CCC(CNC(=O)Nc3ccc(Cl)cc3)CC2)c1	13.6	0.3	21.2	-1.8
20	CCCCNC(=O)CN1CCN(Cc2ccc3cc(OC)ccc3c2)CC1	7.0	21.1	-4.0	-4.2
21	Cc1c(C(=O)NCc2ccc3c(c2)OCO3)sc2nc(-c3ccc(F)cc3)cn12	-1.3	3.7	10.1	-0.5
22	Cc1cc(C)nc(Nc2ccccc2F)n1	-8.0	13.5	-4.8	-5.5
23	CCCCNCCOCCOc1ccccc1-c1ccccc1	6.8	8.3	-3.8	6.8
24	Cc1ccc(C)c(NC(=O)CCc2nnc3ccc(N4CCCC4)nn23)c1	0.3	-4.5	-5.2	-6.2
25	CCN1C(=O)/C(=C\c2cccc(OC(=O)c3ccco3)c2)SC1=S	2.1	8.5	-4.4	2.0
26	C#CCOCCOCCOCCNc1nc(N2CCN(C(=O)C(Cc3cc4ccccc4[nH]3)n3cc(C(N)Cc4ccc(O)cc4)nn3)CC2)nc(N2CCN(C(=O)C(CCC(=O)O)n3cc(C(N)C(C)CC)nn3)CC2)n1 (stereo not drawn)	9.6	3.3	-1.1	-11.2
27	Cc1cc(Nc2ccc(O)cc2)ccc1N	-64.7	-4.0	/	6.1
28	COC(=O)c1nn(-c2c(C)n(C)n(-c3ccccc3)c2=O)cc1O	3.0	23.4	-0.8	18.5
29	C[C@H](CO)N1C[C@H](C)[C@@H](CN(C)S(C)(=O)=O)Oc2ccc(NC(=O)Nc3ccc4c(c3)OCO4)cc2C1=O	3.0	1.8	1.4	14.7
30	CC(OC(=O)c1cc2sccc2n1C)C(=O)NCc1ccc(F)cc1 (stereo not drawn)	7.4	7.4	5.1	-6.2

item	CXCR6 inh	Jurkat NFkB inh	CCR6 antagonist	Gli-Sufu antag
16	3.5	-6.2	5.5	-14.6
17	3.4	-6.4	3.5	0.5
18	-4.6	-21.3	11.4	-2.6
19	-10.6	14.2	6.9	5.2
20	-3.3	1.5	-0.2	-4.6
21	1.3	-7.9	10.1	-6.0
22	-7.4	2.0	-4.1	-15.5
23	6.4	-2.7	-6.4	15.8
24	3.3	-2.0	-6.6	-2.5
25	2.3	-7.7	-0.2	-7.7
26	-12.9	-1.9	-9.8	-2.5
27	/	9.5	/	/
28	3.1	-3.1	-1.3	-6.9
29	4.5	1.8	-2.6	-8.9
30	-2.2	5.4	0.5	-8.9

Grouped by structure: those above containing fluorine (6)
item	Compound	UBC13 polyUb	APJ antag	EBI2 block	697 NFkB inh
8	Cc1cc(C)n(-c2c(F)c(F)c(COC(=O)c3ccccc3)c(F)c2F)n1	6.9	5.7	-2.0	8.5
13	Fc1cccc(Cl)c1CSc1ccc(-c2cccnc2)nn1	11.7	-20.7	8.7	-56.3
18	O=C(N/N=C\c1ccc(CNS(=O)(=O)c2ccccc2)o1)C(=O)Nc1ccc(F)cc1	-16.4	-3.5	-2.5	-20.1
21	Cc1c(C(=O)NCc2ccc3c(c2)OCO3)sc2nc(-c3ccc(F)cc3)cn12	-1.3	3.7	10.1	-0.5
22	Cc1cc(C)nc(Nc2ccccc2F)n1	-8.0	13.5	-4.8	-5.5
30	CC(OC(=O)c1cc2sccc2n1C)C(=O)NCc1ccc(F)cc1 (stereo not drawn)	7.4	7.4	5.1	-6.2

item	CXCR6 inh	Jurkat NFkB inh	CCR6 antagonist	Gli-Sufu antag
8	6.1	-6.3	24.7	7.0
13	0.8	-31.0	0.6	-25.6
18	-4.6	-21.3	11.4	-2.6
21	1.3	-7.9	10.1	-6.0
22	-7.4	2.0	-4.1	-15.5
30	-2.2	5.4	0.5	-8.9
